# ER stress rescue: rescue of cells from ER stress-induced death, primary screen, 384-well, CSM14.1, thapsigargin, ATP luminescence (AID 1222); CSM14.1 thapsigargin-induced death rescue, ATP luminescence; higher % means a stronger effect; 190,000 tested, under 10 active; cellular ATP content (survival), % at 20 µM, or EC50 in µM where a hit was titrated;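 active means EC50 below 50 µM in the dose-response confirmation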;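 further: death triggered by thapsigargin at about 15 µM added after 2 h compound pretreatment; cell ATP read after overnight thapsigargin exposure of roughly 18 to 22 hours; normalized against plate controls of thapsigargin alone and 5% DMSO vehicle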
# Lipid droplet: hepatic lipid droplet formation modulation. AML12 mouse hepatocytes, oleate lipid droplets, BODIPY imaging. inhibition, % at 6.5 µM. 0.4% of 240,000 active. AID 1656;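 active means lipid droplet intensity inhibited by at least 50%, with more than 500 cells counted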
#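 Material: mouse AML12 hepatocyte cell line, fixed after treatment; Timing: compound with oleate, overnight; Technique: high-content imaging of BODIPY-stained droplets and DAPI nuclei; Probe or stimulus: oleate, 100 µM final; Dosing: compound at 6.5 µM only.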
# T cell HTS: T cell immune modulators affecting CD8 T cell-vesicle binding; 2C CD8+ T cell-vesicle binding, flow cytometry; hits give low values; calls only at 7 µM; 0.068% of 330,000 active; AID 2052;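 active means response, share of CD8 T cells binding vesicles, and their 90th percentile fluorescence all below set limits, cut at about 80% in these data, passing the limit was not always enough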
#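 Material: murine 2C transgenic CD8+ T lymphocytes / Also added: QL9-peptide-loaded Drosophila micro-vesicles bearing Ld, ICAM-1 and B7-1 / Schedule: binding step 1.5 h, 37 °C, antibody labelling 20 min, ice / Signal: flow cytometry, PE anti-B7-1 (FL2) versus Alexa647 anti-CD8 (FL8), PFA-fixed / Evaluation: percent CD8+ FL2 mean versus row control / Benchmarks: naked versus QL9-loaded vesicles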
# PhoP inhibition: PhoP-dependent GFP reporter repression – Salmonella Typhimurium, primary screen (AID 1863); S. Typhimurium PhoP-regulated promoter GFP reporter, 4 h; higher % means a stronger effect; inhibition, % at 50 µM; hits with a dose series show IC50 in µM; 0.16% of 300,000 active;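 active means inhibition over 29.93%, a cutoff 3 SD above the screen mean, later confirmed by dose response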;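 further: 0% = low Mg2+ inducing control and 100% = high Mg2+ repressing control; strong numbers were not always called active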
# Lipid droplet cells 6.5 µM: recorded beside Lipid droplet, whose call it bears; cell count; measured here: cell count, cytotoxicity flag;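 cells counted across two imaged fields per well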
# T cell HTS vesicle-bound %: recorded beside T cell HTS, whose call it bears; double positive events, %; measured here: CD8+ vesicle-bound cell fraction;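 binding gate set so that unloaded-vesicle control wells show 10% double positive cells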
# Starred values were filed as active, the others as inactive; i = inactive; / = not tested or not shown. A portion of the library, so the mix of outcomes need not match the whole.
SMILES,ER stress rescue,Lipid droplet,T cell HTS,T cell HTS vesicle-bound %,PhoP inhibition,others
COc1ccccc1N1CCN(C2CCCN(C(=O)COc3ccccc3Cl)C2)CC1 (stereo not drawn),/,23.3,/,/,/,Lipid droplet cells 6.5 µM=907
COC(=O)C1=C(c2ccc(F)cc2OCc2ccccc2)C[C@@H]2CC[C@H]1N2C(=O)NCCO,/,/,i,58.2,/,
COC(=O)C1=C(c2ccc(C(C)=O)cc2)C[C@@H]2CC[C@H]1N2C(=O)NCc1ccc(F)cc1,/,/,i,35.7,/,
COC(=O)C1=C(c2ccc(F)cc2OCc2ccccc2)C[C@@H]2CC[C@H]1N2C(=O)NCCOc1ccccc1,/,/,i,52.0,/,
COc1ccccc1C1=NCc2nnc(CSC)n2-c2ccc(Cl)cc21,/,/,i,23.8,/,
CCCCN=C[C@]12CCC(O)CC1(O)CCC1[C@@H]2CC[C@]2(C)[C@H](C3C=CC(=O)O3)CCC12O (stereo partly drawn),/,/,i,44.7,/,
COC(=O)C1=C(c2ccc(C(C)=O)cc2)C[C@@H]2CC[C@H]1N2C(=O)NCc1ccc(C(F)(F)F)cc1,/,/,i,42.6,/,
COC(=O)C1=C(c2ccc(Cl)c(C(F)(F)F)c2)C[C@@H]2CC[C@H]1N2C(=O)N1CCCC1,/,/,i,57.4,/,
O=S(=O)(c1ccc(Cl)cc1)c1ccc(Cl)cc1,/,/,i,36.7,/,
CCOP(=S)(OCC)SCCSCC,/,/,i,29.0,/,
COC(=O)C1=C(c2ccc(S(C)(=O)=O)cc2)C[C@@H]2CC[C@H]1N2C(=O)NCCNC(C)=O,/,/,i,9.0,/,
O=C1C(Cl)=CC(=Nc2ccc(O)cc2)C=C1Cl,/,/,i,23.5,/,
COC(=O)C1=C(c2ccccc2OCc2ccccc2)C[C@@H]2CC[C@H]1N2C(=O)NCc1cccc(F)c1,/,/,i,47.8,/,
COc1ccc(C(O)CNC(C)C)c(F)c1OC (stereo not drawn),/,/,i,25.6,/,
C[C@]12CC[C@H](N)CC1=CCC1C2CC[C@@]2(C)C1CC[C@@H]2O (stereo partly drawn),/,/,i,55.4,/,
C=C1C(O)[C@@H]2O[C@]3(CC[C@H](/C=C/C(C)[C@@H]4CC(C)=CC5(O[C@H](C[C@@](C)(O)C(=O)O)CCC5O)O4)O3)CC[C@H]2O[C@@H]1C(O)CC(C)[C@H]1OC2(CCCCO2)CCC1C (stereo partly drawn),/,/,i,5.2,/,
NNC(=O)c1ccc(O)cc1,/,/,i,59.5,/,
COC(=O)C1=C(c2ccc(F)cc2OCc2ccccc2)C[C@@H]2CC[C@H]1N2C(=O)NCCN1CCOCC1,/,/,i,53.2,/,
CCCNC(=O)N1[C@H]2CC[C@@H]1C(C(=O)OC)=C(c1ccc3ccccc3c1)C2,/,/,i,55.1,/,
COC(=O)C1=C(c2ccc(F)cc2OCc2ccccc2)C[C@@H]2CC[C@H]1N2C(=O)NCc1ccccc1Cl,/,/,i,25.6,/,
COC(=O)C1=C(c2cccc(OCc3ccccc3)c2)C[C@@H]2CC[C@H]1N2C(=O)NCCOc1ccccc1,/,/,i,30.9,/,
CC(=O)[C@@]1(O)CCC2C3CC=C4C[C@@H](O)CC[C@]4(C)C3CC[C@@]21C (stereo partly drawn),/,/,i,56.6,/,
COC(=O)C1=C(c2ccc(F)cc2F)C[C@@H]2CC[C@H]1N2C(=O)NCCOc1ccccc1,/,/,i,15.7,/,
CC(C)(Cl)[N+](=O)[O-],/,/,i,24.8,/,
C[C@]12CCC3C(CC[C@@H]4CC(=O)CC[C@]34C)C1CC[C@@H]2O (stereo partly drawn),/,/,i,28.6,/,

# Later entries:
SMILES,ER stress rescue,Lipid droplet,T cell HTS,T cell HTS vesicle-bound %,PhoP inhibition,others
c1cc2c(cc1CN1CCNCC1)OCO2,/,/,i,23.9,/,
COc1cc(OC)c(OC)cc1C=O,/,/,i,9.1,/,
Cc1ccc(O)c(C)c1,/,/,i,24.1,/,
Cc1cc(C(=O)OCC(=O)Nc2ccc(F)cc2)c(C)n1C1CC1,/,/,i,45.6,/,
Cc1ccc(C2C(=O)NC(=O)NC2=O)cc1,/,/,i,35.5,/,
O=C(COC(=O)Cc1ccccc1)NNC(=O)c1ccc([N+](=O)[O-])cc1,/,/,i,47.3,/,
COC(=O)C1=C(c2ccc(F)cc2F)C[C@@H]2CC[C@H]1N2C(=O)N1CCC(C)CC1,/,/,i,54.0,/,
COC(=O)C1=C(c2ccc(Cl)c(C(F)(F)F)c2)C[C@@H]2CC[C@H]1N2C(=O)NCCCOC(C)C,/,/,i,33.9,/,
CN1CCN(c2ccc3c(c2)S(=O)(=O)c2ccccc2C3=O)CC1,/,/,i,52.5,/,
COC(=O)C1=C(c2ccc(OC(F)(F)F)cc2)C[C@@H]2CC[C@H]1N2C(=O)NCCc1ccccc1,/,/,i,4.0,/,
COC(=O)C1=C(c2ccccc2)C[C@@H]2CC[C@H]1N2C,/,/,i,56.7,/,
CN(C)N=O,/,/,i,24.0,/,
COc1ccc(C2=NCC(=S)Nc3ccc(Cl)cc32)cc1OC,/,/,i,58.3,/,
COCCNC(=O)N1[C@H]2CC[C@@H]1C(C(=O)OC)=C(c1ccc(OC(F)(F)F)cc1)C2,/,/,i,35.7,/,
COC(=O)C1=C(c2ccc(OC(F)(F)F)cc2)C[C@@H]2CC[C@H]1N2C(=O)NCCOc1ccccc1,/,/,i,49.3,/,
COC(=O)C1=C(c2ccc(S(C)(=O)=O)cc2)C[C@@H]2CC[C@H]1N2C(=O)N1CCOCC1,/,/,i,40.4,/,
CC1CC(C)CN(C(=O)COC(=O)c2cn(C)c3ccccc23)C1 (stereo not drawn),/,/,i,39.2,/,
COC(=O)C1=C(c2cccc(OC)c2OC)C[C@@H]2CC[C@H]1N2C,/,/,i,22.8,/,
COc1ccccc1-n1c(-c2ccccc2F)nc2ccccc2c1=O,/,/,i,41.8,/,
COC(=O)C1=C(c2cccc(OC)c2OC)C[C@@H]2CC[C@H]1N2C(=O)NCc1cccc2ccccc12,/,/,i,27.9,/,
COc1ccc2c(c1OC)CN1CCc3cc4c(cc3[C@H]1C2)OCO4,/,/,i,42.9,/,
c1ccc(OCC2CO2)cc1 (stereo not drawn),/,/,i,25.8,/,
c1ccc(Nc2ccc(Nc3ccccc3)cc2)cc1,/,/,i,26.1,/,
COC(=O)C1=C(c2ccc(F)cc2OCc2ccccc2)C[C@@H]2CC[C@H]1N2C(=O)N1CCCC1,/,/,i,39.7,/,
COC(=O)C1=C(c2ccc(F)cc2OCc2ccccc2)C[C@@H]2CC[C@H]1N2C(=O)N1CCOCC1,/,/,i,26.2,/,

# The last two entries of the section above come first, to join the parts:
SMILES,ER stress rescue,Lipid droplet,T cell HTS,T cell HTS vesicle-bound %,PhoP inhibition,others
COC(=O)C1=C(c2ccc(F)cc2OCc2ccccc2)C[C@@H]2CC[C@H]1N2C(=O)N1CCCC1,/,/,i,39.7,/,
COC(=O)C1=C(c2ccc(F)cc2OCc2ccccc2)C[C@@H]2CC[C@H]1N2C(=O)N1CCOCC1,/,/,i,26.2,/,
Cc1ccccc1NC(=O)COC(=O)c1cc(C)n(C2CC2)c1C,/,/,i,37.4,/,
CC(C)(C)C(=O)O[C@H]1CC[C@@]2(C)C(=CC(=O)C3C2CC[C@]2(C)C(=O)[C@@H](F)CC32)C1 (stereo partly drawn),/,/,i,22.1,/,
Cc1cccc(NC(=O)[C@@H](NC(=O)N2C[C@H]3C[C@@H](C2)c2cccc(=O)n2C3)C(C)C)c1,/,/,i,9.2,/,
COC(=O)C1=C(c2ccccc2OCc2ccccc2)C[C@@H]2CC[C@H]1N2C(=O)NCc1ccc(Cl)cc1,/,/,i,28.9,/,
COC(=O)C1=C(c2cccc(OC)c2OC)C[C@@H]2CC[C@H]1N2C(=O)N1CCCC1,/,/,i,59.9,/,
COc1ccc2c3c1OC1C(=O)CC[C@@]4(O)[C@@H](C2)N(C)CC[C@]314 (stereo partly drawn),/,/,i,2.2,/,
COC(=O)C1=C(c2ccc(OC)c(OC)c2)C[C@@H]2CC[C@H]1N2C(=O)N1CCc2cc(OC)c(OC)cc2C1,/,/,i,26.7,/,
CCS(=O)(=O)NC(C)c1nnc2n1-c1ccc(Br)cc1C(c1ccccc1Cl)=NC2 (stereo not drawn),/,/,i,27.7,/,
CN1CC[C@]23c4c5ccc(O)c4OC2[C@H](O)C=CC3[C@H]1C5 (stereo partly drawn),/,/,i,5.3,/,
CCCNC(=O)N1[C@H]2CC[C@@H]1C(C(=O)OC)=C(c1ccc(OC)c(OC)c1)C2,/,/,i,21.9,/,
C[C@]12CCC(=O)C=C1C=CC1C2CC[C@]2(C)C(=O)CCC12 (stereo partly drawn),/,/,i,50.7,/,
COC(=O)C1=C(c2ccc(F)cc2OCc2ccccc2)C[C@@H]2CC[C@H]1N2C(=O)N1CCCCC1,/,/,i,38.1,/,
COC(=O)C1=C(c2ccc(F)cc2OCc2ccccc2)C[C@@H]2CC[C@H]1N2C(=O)NCc1ccc(N(C)C)cc1,/,/,i,28.4,/,
BrCCc1ccccc1,/,/,i,25.9,/,
COC(=O)C1=C(c2ccc3ccccc3c2)C[C@@H]2CC[C@H]1N2C(=O)NCc1ccc(F)cc1,/,/,i,25.8,/,
CCS(=O)(=O)NCc1nnc2n1-c1ccc(Br)cc1C(c1ccccc1Cl)=NC2,/,/,i,39.9,/,
Cn1c(=O)[nH]c2nncnc2c1=O,/,/,i,28.9,/,
O=c1cccc2n1CC1CC2CN(c2ncnc3c2cnn3-c2ccc(Cl)cc2)C1 (stereo not drawn),2.1%,/,i,39.2,/,
Clc1ccc(CCNCc2ccncc2)c(Cl)c1,/,3.9,/,/,-1.9%,Lipid droplet cells 6.5 µM=844
COc1ccccc1-n1c(-c2ccccc2Br)nc2ccccc2c1=O,/,-18.1,i,54.4,/,Lipid droplet cells 6.5 µM=834
O=[N+]([O-])c1ccc2c(c1)C(c1ccccc1)=NCCN2,/,-17.6,i,40.2,/,Lipid droplet cells 6.5 µM=791
CCN(CC)C(=O)COc1cc(C)cc2oc(=O)c3c(c12)CCCC3,/,/,i,63.7,-2.7%,
Clc1ccc(N2CC2c2ccncc2)cc1 (stereo not drawn),/,/,i,61.8,-0.2%,
CCCNC(=O)N1[C@H]2CC[C@@H]1C(C(=O)OC)=C(c1ccccc1)C2,/,/,i,47.5,-9.8%,
COc1ccc(C(CN(C)C)C2(O)CCCCC2)cc1 (stereo not drawn),/,/,i,54.1,2.6%,
COC(=O)C1=C(c2ccc(S(C)(=O)=O)cc2)C[C@@H]2CC[C@H]1N2C(=O)NC(C)C,/,/,i,34.7,9.5%,
C[C@H]1[C@@H](c2ccccc2)O[C@@H](c2ccccc2Br)N1C,/,/,i,28.6,9.2%,
ClC(Cl)=C(c1ccc(Cl)cc1)c1ccc(Cl)cc1,/,/,i,42.9,0.4%,

# A draw from above in order of SMILES length, high to low.
SMILES,ER stress rescue,Lipid droplet,T cell HTS,T cell HTS vesicle-bound %,PhoP inhibition,others
COC(=O)C1=C(c2ccc3ccccc3c2)C[C@@H]2CC[C@H]1N2C(=O)NCc1ccc(F)cc1,/,/,i,25.8,/,
CCS(=O)(=O)NC(C)c1nnc2n1-c1ccc(Br)cc1C(c1ccccc1Cl)=NC2 (stereo not drawn),/,/,i,27.7,/,
CCCNC(=O)N1[C@H]2CC[C@@H]1C(C(=O)OC)=C(c1ccccc1)C2,/,/,i,47.5,-9.8%,
O=[N+]([O-])c1ccc2c(c1)C(c1ccccc1)=NCCN2,/,-17.6,i,40.2,/,Lipid droplet cells 6.5 µM=791

# Screening data deposited in PubChem BioAssay by several laboratories.
